# Assay outcomes from PubChem BioAssay.
# Kir21 inh = Kir2.1 (mouse) channel inhibition. P35561. HEK293-Kir2.1, FluxOR thallium flux fluorescence; hits give low values. B-score at 10 µM. actives 0.85% (n = 310,000). AID 1672;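 active means fluorescence ratio B-score at or below minus 3 SD of library scores, with starting-brightness B-score within 2 SD, cut at about -4.2 in these data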;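 further: channel flux triggered by added potassium and thallium sulfate stimulus; B-score of peak minus minimum fluorescence over baseline after thallium stimulus; more negative B-score means stronger Kir2.1 block with less thallium influx; some compounds called inactive have numbers as strong as hits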
# Target sequence (P35561 whole entry, looked up): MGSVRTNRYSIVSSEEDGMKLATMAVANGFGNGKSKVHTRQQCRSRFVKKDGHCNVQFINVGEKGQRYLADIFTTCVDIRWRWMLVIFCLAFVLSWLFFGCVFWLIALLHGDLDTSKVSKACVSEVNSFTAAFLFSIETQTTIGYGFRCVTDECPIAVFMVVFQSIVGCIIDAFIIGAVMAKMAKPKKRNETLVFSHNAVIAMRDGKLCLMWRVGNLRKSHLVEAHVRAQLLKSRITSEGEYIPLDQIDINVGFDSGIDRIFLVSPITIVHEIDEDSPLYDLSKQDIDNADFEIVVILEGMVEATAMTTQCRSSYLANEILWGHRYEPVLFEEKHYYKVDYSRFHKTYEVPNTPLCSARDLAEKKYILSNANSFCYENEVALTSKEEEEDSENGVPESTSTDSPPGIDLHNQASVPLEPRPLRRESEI
# KCNQ2 inh = KCNQ2 potassium channel inhibitors, primary screen, cell-based, CHO-K1, FluxOR thallium flux, B-score (AID 2156) | 20 min; hits give low values | O88943 | B-score at 10 µM | actives 1.1% (n = 310,000);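 active means fluorescence ratio B-score at most minus 3 library SDs, with starting brightness B-score within 2 library SDs, cut at about -5.5 in these data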
# * hit, by the source's call; i = inactive.
SMILES,Kir21 inh,KCNQ2 inh
Cc1nc(NS(=O)(=O)c2ccccc2)sc1NC(=O)OC(C)C,-0.21,i
CC(O)c1nc2ccccc2n1Cc1ccc([N+](=O)[O-])cc1 (stereo unspecified),-1.2,i
CC(=O)Nc1ccc(S(=O)(=O)Oc2cccc(/C=C3\SC(N)=NC3=O)c2)cc1,-0.04,i
COc1ccc(Br)cc1C(=O)Nc1cccc(NC(=O)c2ccco2)c1,0.01,i
Cc1cc[n+](CC(=O)c2ccc(NC(=O)c3ccccc3)cc2)cc1,1.6,i
Cc1ccc(S(=O)(=O)N(C)CC(=O)Nc2ccc(C)cn2)cc1,-0.12,i
Cc1[nH]c2ccccc2c1SCC(=O)NNC(=O)Nc1ccc(OC(F)(F)F)cc1,1.1,i
O=C(CN1CCCc2ccccc21)N/N=C/c1c(O)ccc2ccccc12,0.08,i
CC(=O)N1CCc2c(sc(NC(=O)C3CC3)c2-c2nc3ccccc3s2)C1,0.53,i
CC(Sc1nncn1C)C(=O)Nc1ccc(Cl)cn1 (stereo unspecified),-2.5,i
COc1ccc(C(=O)C2CCN(CC(=O)NCc3ccccc3)CC2)cc1,-1,i
Cc1cc(=O)oc(C)c1C(=O)N1CCN(Cc2ccc3c(c2)OCO3)CC1,1.6,i
CC1CCCC(NC(=O)COC(=O)c2ccccc2Sc2ccccc2C#N)C1C (stereo unspecified),2.1,i
NNC(=O)C1CC1c1ccccc1 (stereo unspecified),-0.05,i
O=C(CSc1nnc(-c2cccs2)o1)NCC1CN(Cc2ccccc2)CCO1 (stereo unspecified),-1.9,i
C/C(=N\NC(=O)c1ccccc1[N+](=O)[O-])c1c(O)cc(C)oc1=O,-3.4,i
O=C(CCC(=O)NNC(=O)Cc1ccccc1)NCc1ccccc1,0.34,i
COC(=O)c1cc(CSc2nnc(-c3ccccc3)c(-c3ccccc3)n2)oc1C,-1.4,i
Cc1ccccc1OCC(=O)N/N=C/c1ccco1,1.6,i
CC1CCCCC1NC(=O)C1CCN(C(=O)c2sccc2-n2cccc2)CC1 (stereo unspecified),-0.74,i
Cn1cccc1CNC1CCCC1,-0.95,i
Cc1cc2cc(CN(Cc3cccs3)C(=S)NCc3ccco3)c(=O)[nH]c2cc1C,-0.99,i
Cc1nnc(SC(C)C(=O)NC2CCCCC2C)n1N (stereo unspecified),-0.69,i
O=[N+]([O-])c1cc(C(F)(F)F)cc([N+](=O)[O-])c1NCCNC(=S)Nc1cccc(F)c1,-0.57,i
COc1ccc(-c2nc3c(n2O)CCc2c-3no[n+]2[O-])cc1,0.02,i
CSc1ccccc1OCc1cc(C(=O)NCCc2nc(C)cc(C)n2)no1,-0.96,i
Cc1ccc(-c2nc(CS(=O)CC(=O)NC3CCC(C)CC3)c(C)o2)cc1 (stereo unspecified),-2.2,i
C=CCC1(O)CC(c2ccco2)NC(c2ccco2)C1CCC (stereo unspecified),-1.9,i
CCS(=O)(=O)N1CCN(Cc2ccncc2)CC1,-0.2,i
Cc1nc(NCc2ccccn2)c2c3c(sc2n1)CCCC3,8.5e-16,i
O=C(OCC(=O)N1CCOCC1)c1ccccc1Br,0.15,i
COc1cc(NC(=O)Cn2c(=O)n(-c3cccc(C)c3)c(=O)c3c(C)c(C)sc32)cc(OC)c1,0.66,i
O=C(c1cc2ncc(Br)cn2n1)N1CCCCC1,-1.6,i
N#CC1=C(SCC(=O)c2cc3ccccc3oc2=O)NC(=O)C(C#N)C12CCCC2 (stereo unspecified),-0.09,i
COc1cccc(C(=O)Nc2ncc3c(n2)CC(C)CC3=O)c1 (stereo unspecified),1.6,i
CCN1C(=O)c2cccc3c(S(=O)(=O)NCc4ccccn4)ccc1c23,1.6,i
c1ccc2cc(CSCc3nc4ccccc4[nH]3)ccc2c1,-0.14,i
Cc1ccc(NC(=O)c2cc(S(=O)(=O)N(C)C)ccc2N2CCCC2)cc1S(=O)(=O)N(C)C,-1.8,i
S=C(NCc1ccncc1)Nc1ccccc1,0.17,i
COc1ccc(-c2cc(C(=O)N(C)CC(=O)Nc3ccccc3Br)c3ccccc3n2)cc1OC,0.06,i
CCOc1ccc(S(=O)(=O)N2CCCCC2)cc1NC(=O)CSCc1c(C)noc1C,-1.4,i
C#CCOCCOCCOCCNc1nc(N2CCN(C(=O)[C@H]([C@@H](C)CC)n3cc(CCCN=C(N)N)nn3)CC2)nc(N2CCN(C(=O)[C@H](C)n3cc(CCCN=C(N)N)nn3)CC2)n1,1.8,i
COc1ccc(OC)c(NC(=S)NN2CCOCC2)c1,0.92,i
COc1ccc(CN(CC(=O)NCc2ccco2)C(=O)CNS(=O)(=O)c2ccc(C)cc2)cc1,0.12,i
O/N=C1\CCCC\C1=C/c1ccccc1,0.02,i
O=C(Cc1ccccc1F)c1ccc(O)cc1O,-0.79,i
CN(c1ccc(C(=O)Nc2ccc(CC#N)cc2)cc1)S(C)(=O)=O,-0.03,i
CCOC(=O)N1CCOCCOCCN(C(=O)OCC)CCOCC1,0.1,i
COc1ccc(OCCn2cncn2)cc1,0.01,i
CN1CCN(c2ccccc2NC(=O)c2ccc(-c3ccccc3[N+](=O)[O-])o2)CC1,-2.9,i
# The list goes on.
SMILES,Kir21 inh,KCNQ2 inh
COc1cc(OC)cc(C(=O)N2CCCC(Nc3ccc(F)cc3)C2)c1 (stereo unspecified),0.42,i
CC1CCN(C(=O)COC(=O)[C@H](C)NS(=O)(=O)/C=C/c2ccccc2)CC1,0.99,i
Cc1nnc(NNS(=O)(=O)c2ccc(Cl)cc2)[nH]c1=O,0.3,i
S=c1nc(-c2ccc(Cl)cc2)[nH][nH]1,-0.01,i
COCCCNC(=O)C1CCN(c2ccc(N3CCOCC3)nn2)CC1,-3.4,i
Cc1ccccc1OCCC(=O)Nc1ccc(N2CCOCC2)cc1N1CCOCC1,1.3,i
N/C(Cc1ccc([N+](=O)[O-])cc1)=N\OC(=O)COc1ccc2ccccc2c1,0,i
O=C(NC1CCCCC1)c1cc([N+](=O)[O-])ccc1N1CCCCC1,0.94,i
COC(=O)c1ccccc1NC(=O)C(C)NS(=O)(=O)c1ccc(OC)cc1 (stereo unspecified),-0.57,i
CCOc1ccccc1CNCCOC,0.92,i
CCOC(=O)c1nc2c(=O)n(C)c(=O)n(C)c2n(C)c1=O,-2.4,i
Cc1ccc(NC(=O)CSc2nnc(-c3ccco3)o2)c(C)c1,1.8,i
Cc1ccnc(NC(=O)c2ccco2)n1,-0.47,i
CCOc1ccc(CNCCNC(=O)c2nonc2N)cc1,1.1,i
CC(C)N(Cc1ccccc1)C(=O)CSc1nccn1C,0.4,i
O=C(Oc1ccc2c3c(c(=O)oc2c1)CCCC3)c1cccs1,0.07,i
Cc1nc(CNS(=O)(=O)c2cccc(F)c2)cs1,-1.5,i
CC(=O)NCCN=C(C)c1sc2ccccc2c1O,-1.7,i
CC1CC1c1ccc(/C=C(\C#N)C(=O)Nc2cc(Cl)ccc2Cl)o1 (stereo unspecified),0.86,i
CC(NC(=O)c1ccc(Cl)cc1Cl)C(c1ccccc1)N1CCOCC1 (stereo unspecified),-0.43,i
CCOC(=O)c1cnc2ccccc2c1Nc1ccc(C(=O)O)cc1,1.9,i
C/C=C1\C(OC2OC(CO)C(O)C(O)C2O)OC=C(C(=O)OC)C1CC(=O)OCC1C(C)C(OC(=O)CC2C(C(=O)OC)=COC(OC3OC(CO)C(O)C(O)C3O)/C2=C\C)CC1C(CO)CO (stereo unspecified),-0.31,i
Cc1cccc(/C=C2/Sc3ccc(C(=O)N4CCOCC4)cc3NC2=O)c1,0.07,i
CCNc1nc(NCc2ccccc2)nc(Oc2ccc(=O)[nH]n2)n1,1.7,i
Cc1ccc(C(c2nnnn2C2CCCC2)N2CCc3ccccc32)cc1 (stereo unspecified),0.55,i
COc1ccccc1C(=O)COC(=O)c1cc([N+](=O)[O-])ccc1N1CCOCC1,0.01,i
Cc1ccc(C)c(NC(=S)N2CCN(CCO)CC2)c1,-0.23,i
CCc1sc(N2C(=O)C3C4CCC(C4=C(C)C)C3C2=O)nc1-c1ccccc1 (stereo unspecified),0.33,i
COc1cccc(CN2CCN(C(=O)c3oc4c(F)cccc4c3C)CC2=O)c1,2.1,i
CNC(=O)COC(=O)/C=C/c1ccc(F)cc1,-2.4,i
NNC(=O)c1cc2nc(-c3cccs3)cc(C(F)(F)F)n2n1,1.2,i
COc1ccc(CCNC(=O)CC(=O)N/N=C/c2ccc(C(=O)O)cc2)cc1OC,-1.6,i
COc1ccccc1-c1coc2cc(O)cc(O)c2c1=O,2.2,i
COc1ccccc1N(CC(=O)Nc1cccc(C(F)(F)F)c1)S(C)(=O)=O,1.1,i
COc1cc(C(=O)N/N=c2/sc3ccccc3n2C)cc(OC)c1OC,0.41,i
Cc1cccc(/C=N/n2c(-c3cc(-c4ccccc4)n[nH]3)n[nH]c2=S)c1,0.57,i
CCOc1ccc(C(=O)Nc2ccc3nc(N4CCN(CC)CC4)cc(C)c3c2)cc1,1,i
COc1ccc(CCn2c(N)c(C#N)c3nc4ccccc4nc32)cc1OC,0.55,i
CCOC(=O)c1nnn(-c2nonc2N)c1COc1ccc(F)cc1,-0.72,i
Cc1ccc(Oc2nnc(-c3ccccc3)c3ccccc23)cc1,-2.1,i
CCN1CC=C2C(C#N)=C(N)C(C#N)(C#N)[C@H](c3cccc(OC)c3OC)[C@H]2C1,-3.8,i
O=C(NCC(=O)N1CCC2(CC1)NCCc1[nH]cnc12)c1ccc(F)cc1,0.57,i
O=C(O)C1=C[C@H](c2ccc(F)cc2)C[C@H](OCCCCO)O1,-0.31,i
COc1ccc(CN2CCNC(=O)C2CC(=O)NC2CCCCCCC2)cc1C (stereo unspecified),-0.18,i
Nc1c(C(=O)NCc2ccccc2)nnn1Cc1ccc(F)cc1,-0.16,i
Cc1nc(NC(=O)C2CC2)sc1C(=O)Nc1ccccc1Cl,-0.46,i
Nc1sc(-c2ccccc2)cc1-c1n[nH]c(=S)n1C1CCCCC1,-0.88,i
Cc1ccc(S(=O)(=O)N2CCN(C(=O)CN3C(=O)c4ccc([N+](=O)[O-])cc4C3=O)CC2)c(C)c1,-2.5,i
Cc1ccc(C2=NN(S(C)(=O)=O)C(c3cccs3)C2)cc1 (stereo unspecified),-0.76,i
CCCCc1ccc(NC(=O)N[C@@H](CC(C)C)C(=O)O)cc1,1.4,i
# Going on with the list:
SMILES,Kir21 inh,KCNQ2 inh
Cc1ccc(-n2c(SCC(N)=O)nc3c(oc4ccccc43)c2=O)cc1,-0.07,i
CC1C(=O)Nc2ccc(S(=O)(=O)N3CCN(c4cccc(C(F)(F)F)c4)CC3)cc2NC1=O (stereo unspecified),1.7,i
COc1ccc(/C=N/NC(=O)Cn2cnc3c2c(=O)n(C)c(=O)n3C)cc1,0.01,i
COc1ccc2c(c1)c(N=O)c(O)n2C,-1.6,i
O=C(O)CSCC(=O)N(Cc1ccccc1)c1nc(-c2ccccc2)c(-c2ccccc2)s1,1.6,i
CCOC(=O)N1CCN(C(=O)CC(C(=O)N2CCc3ccccc32)n2ccnc2)CC1 (stereo unspecified),-1.5,i
CC(=O)Nc1ccc(C(=O)CSc2nc3ccc(C)cc3[nH]2)cc1,-2.3,i
O=C(NCC(=O)N1CCN(c2ccccc2O)CC1)c1ccc2ccccc2c1,1.4,i
CCC(C(=O)NCc1ccco1)n1nc(C)c2c(C)n(-c3ccccc3)nc2c1=O (stereo unspecified),0.27,i
COc1ccc(S(=O)(=O)N2CCC(C(=O)NCc3ccccn3)CC2)cc1OC,0.8,i

# For reference, part of the list above:
SMILES,Kir21 inh,KCNQ2 inh
CCOC(=O)N1CCN(C(=O)CC(C(=O)N2CCc3ccccc32)n2ccnc2)CC1 (stereo unspecified),-1.5,i
CC(=O)Nc1ccc(C(=O)CSc2nc3ccc(C)cc3[nH]2)cc1,-2.3,i

# Next section:
SMILES,Kir21 inh,KCNQ2 inh
Cc1cc(=O)oc2cc(OCC(=O)NC3CCN(Cc4ccccc4)CC3)ccc12,-1.3,i
Cc1ccc2oc(C(=O)N3CCC(O)(c4ccccc4)CC3)c(C)c2c1,-0.77,i
O=C(CN1C(=O)c2cccc3cccc1c23)Nc1ccc2c(c1)OCO2,1.2,i
CCOC(=O)c1cc(CC)sc1NC(=O)COC,-0.71,i
COc1ccccc1N1CCN(C(=O)Nc2ccc(F)c(Cl)c2)CC1,1.4,i
O=C(COC(=O)c1ccc([N+](=O)[O-])o1)Nc1nc2ccccc2s1,-0.02,i
Cn1c(CN2CCN(CCO)CC2)c(C#N)c2ccccc21,-7,i
O=C(COC(=O)c1cccc(S(=O)(=O)N2CCCC2)c1)Nc1ccccc1,2.5,i
CCOc1ccc(C2C(C(=O)c3ccco3)=C(O)C(=O)N2CCN2CCOCC2)cc1 (stereo unspecified),1.2,i
CC(C)NC(=O)COC(=O)/C=C/c1ccc(F)cc1,-0.14,i

# In the list so far, twelve have a thiophene ring, fused or not.
SMILES,Kir21 inh,KCNQ2 inh
CC(=O)N1CCc2c(sc(NC(=O)C3CC3)c2-c2nc3ccccc3s2)C1,0.53,i
O=C(CSc1nnc(-c2cccs2)o1)NCC1CN(Cc2ccccc2)CCO1 (stereo unspecified),-1.9,i
CC1CCCCC1NC(=O)C1CCN(C(=O)c2sccc2-n2cccc2)CC1 (stereo unspecified),-0.74,i
Cc1cc2cc(CN(Cc3cccs3)C(=S)NCc3ccco3)c(=O)[nH]c2cc1C,-0.99,i
Cc1nc(NCc2ccccn2)c2c3c(sc2n1)CCCC3,8.5e-16,i
COc1cc(NC(=O)Cn2c(=O)n(-c3cccc(C)c3)c(=O)c3c(C)c(C)sc32)cc(OC)c1,0.66,i
O=C(Oc1ccc2c3c(c(=O)oc2c1)CCCC3)c1cccs1,0.07,i
CC(=O)NCCN=C(C)c1sc2ccccc2c1O,-1.7,i
NNC(=O)c1cc2nc(-c3cccs3)cc(C(F)(F)F)n2n1,1.2,i
Nc1sc(-c2ccccc2)cc1-c1n[nH]c(=S)n1C1CCCCC1,-0.88,i
Cc1ccc(C2=NN(S(C)(=O)=O)C(c3cccs3)C2)cc1 (stereo unspecified),-0.76,i
CCOC(=O)c1cc(CC)sc1NC(=O)COC,-0.71,i
